HADH2 inh: blocks human hydroxyacyl-CoA dehydrogenase type II; Potency, µM (top dose mostly 57.1 µM), inactives show at the highest dose activity change, negative = inhibition, actives largely listed as inhibitors; Q99714; recombinant HADH2, NADH fluorescence, beta-hydroxybutyryl-CoA; 73,000 tested, 3.4% active; AID 886; further: potency means the concentration at half of the fitted maximal effect; on the % scale 0 is the no-effect control and ±100 the full control effect; nearly all actives have a fitted effect of over 60% in size; many of its hits are not listed in these tables
Target sequence (Q99714 whole entry, looked up, one chain of several): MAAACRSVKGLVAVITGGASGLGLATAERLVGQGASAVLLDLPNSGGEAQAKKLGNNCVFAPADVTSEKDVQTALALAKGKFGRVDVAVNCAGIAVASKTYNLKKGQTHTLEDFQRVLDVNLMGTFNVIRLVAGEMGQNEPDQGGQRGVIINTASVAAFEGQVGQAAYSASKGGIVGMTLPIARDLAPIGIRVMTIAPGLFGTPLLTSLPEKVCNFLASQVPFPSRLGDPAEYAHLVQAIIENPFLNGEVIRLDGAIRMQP
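His-tagged recombinant enzyme from E. coli, 20 nM, preincubated 15 min RT with compound; reaction started with 1 mM NAD+ and 90 uM beta-hydroxybutyryl-CoA in 100 mM Tris-HCl pH 9.0. NADH fluorescence (ex 360/em 450) read over 4 min; last-minus-first difference.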
Texas Red fluor: Texas Red region autofluorescence; Compound fluorescence, Texas Red channel, 547/618 nm; stronger effect = higher value; max dye-equivalent concentration, M; 59,000 tested, 0.06% active; AID 587; in the data active means max dye-equivalent concentration above about 10 nM; inconclusive means between about 1.1 nM and that limit
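Fluorescence at ex 547/em 618 nm, normalized against an on-plate Texas Red standard series to give dye-equivalent concentration per compound concentration. Buffer 100 mM Tris, pH 8.0; 15 min RT incubation before CCD imaging.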
HEK293 cAMP cs: raises cAMP in parental HEK293 cells, TSHR agonist counter-screen. Potency, µM (series often up to 57.1 µM), without a hit: top-dose activation, most hits filed as activators. AID 938. 73,000 tested, 2.5% active. parental HEK293 CNG cAMP sensor, membrane potential fluorescence; further: potency means the concentration at half of the fitted maximal effect; % of control where 0% means no effect; nearly all actives have a fitted effect of over 55% in size
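Parental HEK 293 cells stably expressing a modified CNG channel (no TSHR) report cAMP rise as membrane depolarization. Membrane potential dye with 100 uM RO 20-1724 was loaded for 60 min at room temperature, then compound added for 30 min; fluorescence read at 590 nm.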
USP2a inh: USP2a (human) protease inhibition | 60,000 tested, 0.1% active | AID 927 | Potency, µM (series often up to 38.3 µM), for inactives: at the highest dose activity change, negative = inhibition, hits mostly inhibitors | USP2a enzymatic assay, qHTS inhibition | O75604;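 further: potency means the concentration at half of the fitted maximal effect; nearly all actives have a fitted effect of over 60% in size; plate controls were DMSO for no effect and NEM full inhibition control for full effect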
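20 nM USP2 core + cpd, 30 min RT; add 20 nM Ub-PLA2/20 uM NBD C6-HPC; read Ex460/Em535 at 0 h and 2.5 h. Normalized to NEM; qHTS curve fit/classification.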
FLuc inh: inhibitors of firefly luciferase. Potency, µM (doses to about 57.1 µM), for the others: top-dose activity change, negative = inhibition, most hits filed as inhibitors. purified firefly luciferase, luminescence, 8 min. P08659. 72,000 tested, 2.2% active; further: potency means the concentration at half of the fitted maximal effect; on the % scale 0 is the no-effect control and ±100 the full control effect; nearly all actives have a fitted effect of over 40% in size
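Inhibition of light generation by firefly luciferase from ATP and luciferin was profiled with concentration-response curves per sample, ATP held at 10 uM within the enzyme's linear range. Plates were read by luminescence after an 8-minute ambient incubation.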
Fluorescein fluor: compound autofluorescence in fluorescein spectral region | Compound autofluorescence, 480/540 nm, fluorescein-equivalent; stronger effect = higher value | max fluorescein-equivalent concentration, M | 59,000 tested, 0.91% active; in the data active means max fluorescein-equivalent concentration above about 10 nM; inconclusive means between about 1.1 nM and that limit
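Read-out is intrinsic compound fluorescence at 480/540 nm (excitation/emission), expressed as dye-equivalent concentration using a fluorescein standard series run on every plate. Compounds sat 15 min at room temperature in 100 mM Tris, pH 8.0.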
Casp7 inh: caspase-7 (human) inhibition, allosteric or competitive. P55210. recombinant caspase-7, Ac-DEVD-AFC fluorescence rate. Potency, µM (doses to about 57.5 µM), for inactives: at the top dose activity change, negative = inhibition, most hits filed as inhibitors. 75,000 tested, 0.02% active; active means well fitted inhibition curve with a large enough effect in the main read-out, with a control signal flat, not every such curve was filed as active; inconclusive means small, poorly fitted or top-dose-only effect, or a change in a side signal; further: potency means the concentration at half of the fitted maximal effect; % of control where 0% means no effect
Rhodamine fluor: compound fluoresces in the rhodamine spectral region; Rhodamine-region fluorescence, 547/598 nm, Tris buffer; stronger effect = higher value; max dye-equivalent concentration, M; 59,000 tested, 0.05% active; in the data active means max dye-equivalent concentration above about 11 nM; inconclusive means between about 1.1 nM and that limit
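Compound fluorescence in 100 mM Tris, pH 8.0, read after 15 min at room temperature with 547 nm excitation and 598 nm emission. Output is dye-equivalent concentration from an on-plate rhodamine standard series.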
ERK AVP block: blocks ERK signaling stimulated by vasopressin. HEK293-V1b, vasopressin-stimulated pERK AlphaScreen. Potency, µM (top dose mostly 57.5 µM), for the others: top-dose activity, negative = inhibition, hits mostly inhibitors. 72,000 tested, 0.99% active; further: potency means the concentration at half of the fitted maximal effect; on the % scale 0 is the no-effect control and ±100 the full control effect; nearly all actives have a fitted effect of over 55% in size
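Overnight-seeded V1b-HEK293 cells in 1% FBS got compound, then vasopressin (25 nM final, 5 min, 37C), then lysis buffer. AlphaScreen detection of phospho-ERK; activity normalized to basal and full-stimulation controls.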
Tau filament bind: tau filament binding; recombinant tau filaments, thioflavin S fluorescence, 15 h; filaments grown with octadecylsulfate alongside compound; AID 596; 71,000 tested, 2% active; Potency, µM (series often up to 57.1 µM), inactives show top-dose activity change, negative = inhibition; P10636;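 further: potency means the concentration at half of the fitted maximal effect; on the % scale 0 is the no-effect control and ±100 the full control effect; actives lower thioflavin S fluorescence by blocking filaments or displacing dye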
Target sequence (P10636 whole entry, looked up): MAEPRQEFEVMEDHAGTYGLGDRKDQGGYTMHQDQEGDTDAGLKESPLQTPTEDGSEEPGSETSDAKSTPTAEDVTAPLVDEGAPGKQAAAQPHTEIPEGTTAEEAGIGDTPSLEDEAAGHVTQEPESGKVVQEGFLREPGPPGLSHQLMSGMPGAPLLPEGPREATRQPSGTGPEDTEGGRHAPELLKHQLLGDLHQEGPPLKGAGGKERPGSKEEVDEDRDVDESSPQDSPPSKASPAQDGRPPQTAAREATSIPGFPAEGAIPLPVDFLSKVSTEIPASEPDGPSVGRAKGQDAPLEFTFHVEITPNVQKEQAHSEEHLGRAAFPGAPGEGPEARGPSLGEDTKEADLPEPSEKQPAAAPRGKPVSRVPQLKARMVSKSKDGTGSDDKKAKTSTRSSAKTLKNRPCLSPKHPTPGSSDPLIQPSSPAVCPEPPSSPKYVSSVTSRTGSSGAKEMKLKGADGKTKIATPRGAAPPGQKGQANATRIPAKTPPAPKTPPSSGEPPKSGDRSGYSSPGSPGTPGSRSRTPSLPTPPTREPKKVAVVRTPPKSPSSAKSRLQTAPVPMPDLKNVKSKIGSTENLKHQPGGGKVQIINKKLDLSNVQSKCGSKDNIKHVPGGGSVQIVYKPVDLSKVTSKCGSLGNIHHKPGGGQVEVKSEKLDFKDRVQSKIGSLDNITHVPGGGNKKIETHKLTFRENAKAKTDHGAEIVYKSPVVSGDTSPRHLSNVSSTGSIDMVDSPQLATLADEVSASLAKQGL
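Read-out: ThS fluorescence, 450 nm excitation/510 nm emission; lower signal marks blocked filament formation or displaced dye. Tau at 1 uM with 30 uM ODS, 10 uM ThS, 5 mM DTT, 100 mM NaCl, 10 mM HEPES pH 7.4; 15 h, 37 C.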
Caspase-1 inhib: caspase-1 (human) inhibition, allosteric or competitive | Caspase-1 enzyme, Ac-WEHD-AFC fluorogenic rate | 75,000 tested, 0.03% active | P29466 | AID 900 | Potency, µM (series often up to 57.5 µM), inactives show at the top dose activity change, negative = inhibition, most hits filed as inhibitors;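 further: potency means the concentration at half of the fitted maximal effect; plate controls were vehicle for no effect and no substrate for full effect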
Starred values were filed as active, the others as inactive; i = inactive; u = inconclusive; x = not tested or not shown; [ ] = remark or other dose. Unless noted, the call rests on the fitted dose curve; in most records, active means well fitted curve in the direction sought with a large enough effect; inconclusive means small, poorly fitted or top-dose-only effect, or another doubt; inactive means no such curve, though single readings can be large; an effect the other way counts as inactive or inconclusive. The list is partial; the hit share may differ from the screen's.

Values run as follows: HADH2 inh | Texas Red fluor | HEK293 cAMP cs | USP2a inh | FLuc inh | Fluorescein fluor | Casp7 inh | Rhodamine fluor | ERK AVP block | Tau filament bind | Caspase-1 inhib
1: CCN(CC)C(=O)CSc1nc(C)cc(-c2cccs2)c1C#N
    u | x | u | -10% | -1% | x | -2% | x | 1% | 61% | -3%
2: O/N=C1\CCCc2oc3c(c21)CCCC3
    -8% | x | -9% | -9% | 1% | x | -1% | x | -17% | -1% | -1%
3: CCC(=O)N1CCN=C1SCc1ccccc1Cl
    4% | x | 5% | x | 0% | x | 0% | x | -2% | 0% | -2%
4: Cn1cnc([N+](=O)[O-])c1Sc1nc(N)nc2c1ncn2[C@H]1C[C@H](O)[C@@H](CO)O1
    7%[11.4 µM] | i | 6%[11.4 µM] | x | 1%[11.4 µM] | u | -2%[11.5 µM] | i | 16%[11.5 µM] | -1%[11.4 µM] | -2%[11.5 µM]
5: COc1ccc(C2=NOC(C(=O)Nc3ccc(C(C)=O)cc3)C2)cc1OC (configuration not stated)
    -5% | i | -8% | 18% | -2% | i | -6% | i | -1% | -11% | -4%
6: Fc1ccc(CN2CCSCC2)cc1Br
    0% | u | 18% | -3% | 3% | i | 1% | i | -1% | -2% | -1%
7: COc1cccc(C2C(C(=O)c3cccs3)=C(O)C(=O)N2CCN(C)C)c1OC (configuration not stated)
    -8% | i | 8% | -3% | 1% | i | -2% | i | -10% | 4% | 2%
8: Nc1nnc(COc2ccc(Br)cc2Br)s1
    0%[11.4 µM] | x | 3%[11.4 µM] | 6%[7.66 µM] | -25% | x | 0% | x | 12% | 74%[11.4 µM] | -1%
9: c1ccc(OCCn2cnc3ccccc32)cc1
    4% | i | 11% | 2% | 2% | i | -2% | i | 1% | -4% | 0%
10: c1ccc(-c2noc(-c3cccnc3)n2)nc1
    -4% | i | u | -2% | u | i | 0% | i | -22% | -3% | 3%

7 entries out of the list, ordered by SMILES length, lowest first.
Values run as follows: HADH2 inh | Texas Red fluor | HEK293 cAMP cs | USP2a inh | FLuc inh | Fluorescein fluor | Casp7 inh | Rhodamine fluor | ERK AVP block | Tau filament bind | Caspase-1 inhib
6: Fc1ccc(CN2CCSCC2)cc1Br
    0% | u | 18% | -3% | 3% | i | 1% | i | -1% | -2% | -1%
8: Nc1nnc(COc2ccc(Br)cc2Br)s1
    0%[11.4 µM] | x | 3%[11.4 µM] | 6%[7.66 µM] | -25% | x | 0% | x | 12% | 74%[11.4 µM] | -1%
10: c1ccc(-c2noc(-c3cccnc3)n2)nc1
    -4% | i | u | -2% | u | i | 0% | i | -22% | -3% | 3%
1: CCN(CC)C(=O)CSc1nc(C)cc(-c2cccs2)c1C#N
    u | x | u | -10% | -1% | x | -2% | x | 1% | 61% | -3%
5: COc1ccc(C2=NOC(C(=O)Nc3ccc(C(C)=O)cc3)C2)cc1OC (configuration not stated)
    -5% | i | -8% | 18% | -2% | i | -6% | i | -1% | -11% | -4%
7: COc1cccc(C2C(C(=O)c3cccs3)=C(O)C(=O)N2CCN(C)C)c1OC (configuration not stated)
    -8% | i | 8% | -3% | 1% | i | -2% | i | -10% | 4% | 2%
4: Cn1cnc([N+](=O)[O-])c1Sc1nc(N)nc2c1ncn2[C@H]1C[C@H](O)[C@@H](CO)O1
    7%[11.4 µM] | i | 6%[11.4 µM] | x | 1%[11.4 µM] | u | -2%[11.5 µM] | i | 16%[11.5 µM] | -1%[11.4 µM] | -2%[11.5 µM]

Remaining list, next part:
Values run as follows: HADH2 inh | Texas Red fluor | HEK293 cAMP cs | USP2a inh | FLuc inh | Fluorescein fluor | Casp7 inh | Rhodamine fluor | ERK AVP block | Tau filament bind | Caspase-1 inhib
11: Cc1nc(CNS(=O)(=O)c2ccc3c(c2)CCCC3)cs1
    -6% | x | 25% | x | 2% | x | 1% | x | x | -20% | 1%
12: O=C(Nc1c[nH]c(=O)[nH]c1=O)Oc1ccccc1
    5%[11.4 µM] | i | 17%[11.4 µM] | x | 0%[11.4 µM] | i | -2%[11.5 µM] | i | -2%[11.5 µM] | -9%[11.4 µM] | 2%[11.5 µM]
13: O=S(=O)(c1cccs1)n1nnc2ccccc21
    -15% | x | 18% | -12% | 0% | x | -1% | x | -8% | 10% | -2%
14: CC(C)(C)OC(=O)N1CCC[C@H]1C(=O)NCC1CCC(C(=O)O)CC1 (some centres not stated)
    0% | i | 2% | -1% | 5% | i | 1% | i | 4% | 7% | -2%
15: COc1ccc(CNC(=O)C2CC=CCC2C(=O)O)cc1OC (configuration not stated)
    3% | i | 14% | 9% | -2% | i | -1% | i | 14% | -15% | 2%
16: CCOC(=O)CNC(=O)CSc1nnnn1-c1cc(C)ccc1C
    0% | u | 3% | 4% | 0% | u | 1% | i | -6% | -8% | 2%
17: CC(=O)[C@H](C(=N)C#N)C(=O)Nc1ccccc1
    2%[11.4 µM] | i | -2%[11.4 µM] | x | 0%[11.4 µM] | i | 1%[11.5 µM] | i | -10%[11.5 µM] | 2%[11.4 µM] | 0%[11.5 µM]
18: CCOC(=O)N1CCC(NC(=O)c2cccnc2SC)CC1
    -3% | i | 7% | -1% | 0% | u | 1% | i | 4% | -9% | -2%
19: c1ccc(-c2csc3ncn4cnnc4c23)cc1
    10% | x | 4% | -2% | 0% | x | 0% | x | 6.3µM* | 56% | -3%
20: COc1cccc(-n2nnnc2SCC(=O)NCc2ccco2)c1
    10% | i | 16% | 94%[activator] | -1% | i | -1% | i | -3% | 2% | -1%
21: COc1cccc(N2C(=O)C3CCCN3C2c2ccc(F)cc2)c1 (configuration not stated)
    9% | i | 7% | 20% | 0% | i | 0% | i | -7% | 10% | 0%
22: CCCCNc1cc(NC(C)=O)cc2cc(OC)c(OC)cc12
    32µM* | x | -15% | 13% | -3% | x | -2% | x | u | 25µM* | -4%
23: COC(=O)c1cc(Oc2ccc(C(=O)OC)cc2N)cc(C(=O)OC)c1
    15% | i | 11% | 44%[activator] | 1% | i | -3% | i | -7% | -6% | 0%
24: CCc1nc(C)cn1S(=O)(=O)c1cc(Br)ccc1OC
    10% | i | 11% | 4% | 1% | i | -2% | i | -4% | -5% | 1%
25: CCOC(=O)C1CCCN(c2ncnc3c2cnn3-c2ccc(Cl)cc2)C1 (configuration not stated)
    2% | i | 18% | -3% | u | i | -3% | i | u | 21% | -1%
26: COc1ccc(S(=O)(=O)N(CCc2ccccc2)CC(=O)N2CCOCC2)cc1
    3% | x | 0% | 1% | 0% | x | -1% | x | 9% | -6% | -2%
27: CC(NC(=O)Cc1ccccc1)c1nc2ccccc2[nH]1 (configuration not stated)
    -1% | x | 9% | x | 4% | x | -1% | x | x | -5% | -1%
28: O=CNc1ncn[nH]1
    -1%[11.4 µM] | i | 0%[11.4 µM] | x | 4%[11.4 µM] | u | 0%[11.5 µM] | i | -2%[11.5 µM] | -1%[11.4 µM] | 1%[11.5 µM]
29: COC(=O)c1cc(S(=O)(=O)n2nc(C)cc2C)c(Cl)cc1Cl
    -6% | x | 4% | -4% | -2% | x | 1% | x | -6% | 15% | -5%
30: O=P(O)(CP(=O)(c1ccccc1)c1ccccc1)c1ccccc1
    5% | i | 5% | 4% | 3% | i | -1% | i | -3% | -5% | -1%
31: COc1ccc2nc(SCC(=O)NC(C)C)[nH]c2c1
    -19% | i | -7% | 2% | 4% | i | -1% | i | -4% | 13% | 2%
32: c1c[nH]c(CN2CCOCC2)n1
    0%[11.4 µM] | i | 7%[11.4 µM] | x | 2%[11.4 µM] | i | -1%[11.5 µM] | i | -10%[11.5 µM] | 0%[11.4 µM] | 3%[11.5 µM]
33: COC(=O)C1=C(C)NC(C)=C(C(=O)OCCSc2ccccc2)[C@@H]1C
    u | x | 36% | x | 1% | x | -26% | x | -24% | u | -15%
34: COc1cc(NS(=O)(=O)c2ccc(F)cc2)c(OC)cc1NC(=O)C1CC1
    -4% | i | 2% | 7% | 0% | i | 0% | i | 12% | 2% | -1%
35: COc1ccc2c(c1)C(C)=CC(C)(C)N2C(=O)CNCc1ccc2c(c1)OCO2
    3% | u | 25µM* | 29% | 2% | u | 0% | i | 3% | -29% | 2%
36: N#Cc1nc(-c2ccc(OCc3ccccc3)cc2)oc1NCc1ccco1
    u | i | 6% | u | -4% | u | -2% | i | -20% | 150% | -2%
37: O=C(O)c1cc2ccccc2c(S(=O)(=O)O)c1O
    9%[11.4 µM] | i | 2%[11.4 µM] | x | 3%[11.4 µM] | i | 1%[11.5 µM] | i | -16%[11.5 µM] | 16%[11.4 µM] | 1%[11.5 µM]
38: COCc1[nH]nc2c1C(c1ccccc1Cl)C(C#N)=C(N)O2 (configuration not stated)
    -11% | i | -2% | 3% | 2% | i | 0% | i | -29% | -4% | -2%
39: CCOc1ccccc1OCC(O)CNC (configuration not stated)
    7% | i | 10% | -7% | 3% | i | -1% | i | 24% | -6% | 1%
40: CCCCC/C=C\C[C@H](O)/C=C\c1cccc(C[C@H](O)CCCCO)n1
    2% | i | 11% | 3% | 3% | u | 0% | i | 10% | -4% | 2%
